# Screening results (PubChem BioAssay)
# FUS yeast rescue – qHTS for Suppressors of FUS Proteinopathy: Primary screen using FUS-linked yeast assay. S. cerevisiae FUS-expressing, growth rescue, OD600, 24 h. Potency, µM (series often up to 76.6 µM), inactives show at the highest dose growth rescue (activation), hits mostly activators. 390,000 compounds, 0.24% hits;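 note: potency is the fitted concentration of half-maximal effect; plate controls were DMSO vehicle for no effect and reference control for full effect; nearly all actives have a fitted effect of over 55% in size; some results filed as inactive show a strong effect at the top dose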
#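 Cultures pregrown in 2.5% raffinose medium are shifted to minimal medium containing 2% galactose to express toxic FUS. Compounds are tested at several concentrations. After 24hr at 30C, growth is quantified at 600 nm absorbance.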
# GLP1R ag – qHTS of GLP-1 Receptor Agonists. AID 624172, 2012. Potency, µM (highest dose often 45.6 µM), for inactives: top-dose activation, actives largely listed as activators. 380,000 compounds, 0.007% hits. Glucagon-like peptide 1 receptor (Homo sapiens), P43220. HEK293 GLP-1R CRE-luciferase, luminescence, 4-6 h; cells express a hypersensitive GLP-1R form; note: potency is the fitted concentration of half-maximal effect; % of control where 0% means no effect
# Target sequence (P43220 whole entry, looked up): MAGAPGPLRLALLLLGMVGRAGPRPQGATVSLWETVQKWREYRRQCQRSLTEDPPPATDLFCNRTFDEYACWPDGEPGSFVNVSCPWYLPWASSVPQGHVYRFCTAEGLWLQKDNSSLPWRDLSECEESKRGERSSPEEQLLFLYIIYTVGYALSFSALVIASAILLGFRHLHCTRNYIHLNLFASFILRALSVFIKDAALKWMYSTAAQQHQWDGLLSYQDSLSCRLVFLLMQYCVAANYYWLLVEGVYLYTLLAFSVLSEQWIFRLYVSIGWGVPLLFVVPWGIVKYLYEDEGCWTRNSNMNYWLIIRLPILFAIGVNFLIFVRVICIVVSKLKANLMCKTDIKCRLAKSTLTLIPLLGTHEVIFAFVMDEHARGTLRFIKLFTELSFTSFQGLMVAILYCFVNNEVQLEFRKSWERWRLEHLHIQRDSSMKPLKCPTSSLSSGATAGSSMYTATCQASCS
# TDP43 rescue – qHTS of TDP-43 Inhibitors; TDP-43 expressing yeast growth rescue, BacTiter-Glo, 24 h; Potency, µM (highest dose often 46.1 µM), inactives show at the top dose growth rescue (activation), actives largely listed as activators; 410,000 compounds, 1.8% hits; note: potency is the fitted concentration of half-maximal effect; % of control where 0% means no effect; nearly all actives have a fitted effect of over 50% in size
#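 Readout is BacTiter-Glo luminescence of cell growth, so inhibitors register as activators. TDP-43-expressing yeast at OD600=0.02 in galactose medium, after raffinose pregrowth to mid-log, were incubated with compound for 24 hr at 30 deg C.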
# PTHR1 agonist – qHTS for PTHR1 Agonists: Primary Screen; Parathyroid hormone/parathyroid hormone-related peptide receptor (Homo sapiens), Q03431; HEK293 GP2 PTHR1 cells, GloSensor cAMP luminescence, 1 h; Potency, µM (titrated, usually from 115 µM), inactives show at the top dose activation, usual class: activators; 410,000 compounds, 0.075% hits; AID 743266, 2014; note: potency is the fitted concentration of half-maximal effect; nearly all actives have a fitted effect of over 55% in size; some results filed as inactive show a strong effect at the top dose; inactives centre near -15; many of its hits are not listed in these tables
#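 HEK-293-derived GP2 cells expressing PTHR1 and a GloSensor cAMP reporter, 3,000/well, plated overnight, given luciferin plus IBMX (each 0.5 mM as added) for 1 h at 37 °C, then compound for 1 h at 37 °C. Luminescence was read after 15 min at room temperature.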
# GLP-1R inv ag – qHTS of GLP-1 Receptor Inverse Agonists (Inhibition Mode); HEK293 GLP-1R CRE-luciferase, luminescence, 24 h; GLP-1R form is constitutively active; Potency, µM (series often up to 38.3 µM), for inactives: top-dose activity change, negative = inhibition, actives largely listed as inhibitors; 410,000 compounds, 1.6% hits; AID 624417, 2012; note: potency is the fitted concentration of half-maximal effect; % is set by controls: 0 for no effect and ±100 for the full control effect; nearly all actives have a fitted effect of over 55% in size
#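 Cells are plated, allowed 12 hours at 37 deg C, then treated with compounds for 24 hr before luciferase detection reagent is added and luminescence is read after 12 min at room temperature. The HEK293 line carries constitutively active GLP-1R with a cAMP-responsive reporter.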
# aSyn yeast inh – qHTS of alpha-syn Inhibitors; 370,000 compounds, 0.14% hits; Potency, µM (series often up to 46.1 µM), inactives show at the top dose growth rescue (activation), hits mostly activators; Yeast expressing alpha-synuclein, growth rescue, BacTiter-Glo, 24 h; note: potency is the fitted concentration of half-maximal effect; % of control where 0% means no effect; nearly all actives have a fitted effect of over 65% in size
#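 Rescue of yeast growth: cells expressing toxic alpha-synuclein, induced in galactose at OD600 0.02, incubated with compound 24 h at 30 C. ATP luminescence quantified growth; inhibitors of toxicity appear as activators.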
# D3 antag – qHTS of D3 Dopamine Receptor Antagonist: qHTS. 360,000 compounds, 2.5% hits. D(3) dopamine receptor (Homo sapiens), P35462. D3R cells, DiscoveRx beta-arrestin luminescence, antagonist mode; active compounds read low. AID 652054, 2013. max response, negative = inhibition, %; in the data active = max response below about -50%; inconclusive = no clear call, values can overlap the other calls; note: % is set by controls: 0 for no effect and ±100 for the full control effect; mostly tested at two doses, the higher about 12 µM
# Target sequence (P35462 whole entry, looked up): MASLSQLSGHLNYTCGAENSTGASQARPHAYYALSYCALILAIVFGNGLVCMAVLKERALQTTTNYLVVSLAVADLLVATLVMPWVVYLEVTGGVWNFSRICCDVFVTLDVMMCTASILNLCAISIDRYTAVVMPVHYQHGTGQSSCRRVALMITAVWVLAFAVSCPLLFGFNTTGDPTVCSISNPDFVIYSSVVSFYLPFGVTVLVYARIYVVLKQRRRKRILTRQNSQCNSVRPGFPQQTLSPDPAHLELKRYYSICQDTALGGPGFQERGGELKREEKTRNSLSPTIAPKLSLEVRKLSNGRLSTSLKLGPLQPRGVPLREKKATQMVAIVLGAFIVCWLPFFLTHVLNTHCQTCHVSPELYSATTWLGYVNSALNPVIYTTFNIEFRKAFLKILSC
#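 Cells expressing the human receptor were seeded at 1500 cells/well, incubated overnight at 37 degrees C in 5% CO2, then exposed to library compounds with dopamine controls for 90 minutes at 37 degrees C before luminescent detection.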
# Abeta yeast res – qHTS for compounds that reverse cellular toxicity of Amyloid beta (A-beta) peptide in yeast: Primary Screen | 410,000 compounds, 0.063% hits | Potency, µM (highest dose often 46.1 µM), for inactives: at the highest dose growth rescue, usual class: activators | yeast expressing A-beta42, growth rescue, OD600, 48 h; response scale: 0% DMSO, 100% iron-clioquinol control | AID 1347071, 2019; note: potency is the fitted concentration of half-maximal effect; nearly all actives have a fitted effect of over 55% in size
#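 Yeast growth medium received pinned compounds, then yeast cells expressing toxic A-beta were added; plates incubated at 30 C for 48 hr. Growth read as absorbance at 600 nm, normalized to DMSO and equimolar FeCl3 plus clioquinol controls.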
# pAkt inh – HTS Assay for Inhibitors of Akt Phophorylation: Primary Screen; Neuro2A IGF-stimulated pAkt S473 HTRF, 20 min; active compounds read low; activity change, % for hits at 50 µM; 360,000 compounds, 0.32% hits; AID 651550, 2012; in the data active = activity change below about -80%; inconclusive = mostly about -51% to -80%; note: % is set by controls: 0 for no effect and ±100 for the full control effect
#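 Neuro2A cells (4,500/well, DMEM with 0.5% FBS) were treated with compound at a single 50 µM final concentration, stimulated with 6 nM IGF for 20 min at 37 °C, and lysed. Phospho-Akt Ser473 was read by HTRF as 665/615 ratio ×10^4.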
# The depositor's hits bear a star; i = inactive; u = inconclusive; x = no result given; [ ] = dose if it differs, or a comment. Unless noted, calls come from the whole dose curve; as a rule, active = well fitted curve in the direction sought with a large enough effect; inconclusive = small, poorly fitted or top-dose-only effect, or another doubt; inactive = no such curve, though single readings can be large; an effect the other way counts as inactive or inconclusive.
no.	compound	FUS yeast rescue	GLP1R ag	TDP43 rescue	PTHR1 agonist	GLP-1R inv ag	aSyn yeast inh	D3 antag	Abeta yeast res	pAkt inh
1	COc1ccc(OC)c(CN2C(=O)c3ccccc3C2c2nnnn2Cc2ccccc2)c1 (configuration not stated)	28.0%	3.0%	29.3%	-1.5%	7.0%	7.4%	-16.6	5.7%	i
2	COc1ccc(S(=O)(=O)Nc2ccc(N3CCOCC3)nc2)cc1	7.1%	2.8%	-4.6%	-19.7%	1.9%	9.9%	1.2	2.5%	i
3	CCNc1ccc(S(=O)(=O)N(C)C)cc1NCC(=O)Nc1ccc(F)c(Cl)c1	x	-0.1%	-16.7%	-14.4%	u	-9.7%	4.5	-5.6%	i
4	O=[N+]([O-])c1ccc(-c2nc(Nc3cccc(O)c3)c3ccccc3n2)cc1	-9.4%	-1.0%	7.1%	-32.5%[inhibitor]	u	-1.0%	21.7	-7.2%	i
5	Cc1cccc(C)c1N(CC(=O)N1CCN(c2ccccc2F)CC1)S(C)(=O)=O	-14.0%	-2.2%	19.2%	-37.1%	16.2%	8.0%	0.1	u	i
6	CCN(c1ccccc1)S(=O)(=O)c1ccc(Cl)c(NC(=O)CSc2nncs2)c1	18.3%	9.4%	-8.0%	-15.9%	u	0.7%	7.7	8.3%	i
7	c1ccc(-c2nc(NC3CCCC3)c3ccccc3n2)cc1	32.1%	0.0%	u	-22.2%	u	-16.1%	9.8	12.3%	i
8	CCOC(=O)c1c(NC(C)=O)sc2c(OCCN(CC)CC)c(Br)ccc12	-21.0%	2.6%	10.9%	4.8%	16.9%	-1.6%	-20.8	11.6%	i
9	Cc1cc2oc(C(=O)Nc3ccc(S(=O)(=O)N(C)c4ccccc4)cc3)cc(=O)c2cc1C	-2.8%	x	23.1%	i	3.6%	x	x	1.5%	x
10	CCc1c(C)sc(NC(=O)c2noc(C)c2[N+](=O)[O-])c1C#N	-25.0%	-6.7%	-8.3%	-2.2%	0.4%	-2.6%	-2.7	-2.1%	i
11	COc1ccc(NS(=O)(=O)c2ccc(NS(=O)(=O)c3cccs3)cc2)cc1	22.1%	5.6%	-3.1%	i	14.6%	3.4%	0.6	4.5%	i
12	CCCCOCCCNC(=O)/C=C/c1ccccc1Cl	21.6%	-3.8%	16.9%	-8.2%	u	2.2%	10.9	10.8%	i
13	Cc1ccc(CNC(=O)C(=O)NCCC2CCCCN2S(=O)(=O)c2cccs2)cc1 (configuration not stated)	9.7%	-2.6%	7.6%	-20.0%	u	2.1%	49.9	6.6%	i
14	COc1cc(C(=O)NNC(=S)NCc2ccco2)cc(OC)c1OC	-24.2%	7.8%	1.2%	-33.5%[inhibitor]	26.6%	-7.2%	1.0	17.3%	i
15	CC(C)Cn1c(N)c(C(=O)COC(=O)c2ccc(F)cc2)c(=O)n(C)c1=O	15.0%	23.0%	-3.4%[0.397 µM]	-14.5%	u	0.1%	8.1	6.1%	i
16	O=C1CC(Nc2ccccc2)C(=O)N1Cc1ccccc1 (configuration not stated)	9.5%	-7.4%	-1.7%	i	1.1%	u	-1.9	1.9%	i
17	Cc1cc(C(=O)COC(=O)c2ccc(N)cc2)c(C)n1-c1c(C)n(C)n(-c2ccccc2)c1=O	36.3%	0.3%	-3.6%	i	-4.6%	0.8%	3.2	-2.7%	i
18	COc1ccc(N2CCN(CCNC(=O)C3CC(=O)N(C4CCCC4)C3)CC2)cc1 (configuration not stated)	-10.2%	-0.7%	-18.1%	i	15.5%	5.4%	-4.7	10.2%	i
19	CN1CCN(CCCNC(=O)c2cnn(-c3ccccc3)c2-n2cccc2)CC1	-4.8%	x	-15.9%	26.0%	-16.5%	x	x	-19.4%	x
20	COc1ccc([N+](=O)[O-])cc1NC(=O)C1C2C=CC(C2)C1C(=O)O (configuration not stated)	7.3%	8.7%	-20.2%	-4.5%	6.7%	-0.6%	-10.1	-2.1%	i
21	CCN(CCO)C(=S)Nc1cc(S(=O)(=O)N(C)C)ccc1C	0.1%	-0.2%	-13.6%	-12.2%	-9.2%	2.4%	-10.3	-13.3%	i
22	CN1CC2([N+](=O)[O-])CC=C(Oc3ccccc3)C([N+](=O)[O-])(C1)C2 (configuration not stated)	13.7%	-0.5%	u	i	0.0%	-4.0%	1.8	u	i
23	Cc1cc(Br)ccc1OCC(=O)N(Cc1nc(-c2ccccc2)no1)C(C)C	26.8%	2.0%	3.1%	8.9%[57.5 µM]	-16.2%	21.4%	7.8	12.5%	i
24	C/C=C(/C)C(=O)O[C@@H]1Cc2c(ccc3ccc(=O)oc23)OC1(C)C	8.3%	12.1%	u	i	-28.2%	11.6%	0.2	11.1%	i
25	N#Cc1cccnc1N1CCN(C(=O)c2ccccc2)CC1	10.1%	8.1%	0.1%	u	11.6%	-4.7%	1.4	-2.1%	i
26	COc1ccc(C(=O)NCC(c2cccnc2)N2CCN(c3ccccc3)CC2)cc1 (configuration not stated)	2.7%	x	19.0%	-35.4%	-15.0%	x	x	12.7%	x
27	CCn1c(SCC(=O)N2CCC(C(N)=O)(N3CCCCC3)CC2)nnc1-c1ccccc1	-2.0%	-4.2%	9.8%	i	-3.1%	-5.8%	20.8	25.4%	i
28	Cn1c(=O)c2c(nc(SCc3ccc(C(=O)O)cc3)n2C)n(C)c1=O	-27.6%	-5.7%	12.8%	-21.7%	10.0%	5.6%	18.4	-5.7%	i
29	COc1ccc(NC(=O)c2cc(S(=O)(=O)N3CCCC3)oc2C)cc1	-1.9%	-0.2%	7.3%	-18.5%	-1.1%	1.9%	3.6	1.6%	i
30	COc1ccc(NC(=O)CN2C(=O)N(C)Cc3ccccc32)c(C)c1	2.6%	10.7%	-10.8%	i	7.0%	5.2%	1.0	-14.5%	i
31	N=C(N)SCc1ccccc1Cl	1.6%	-4.8%	1.8%	i	u	-16.1%	1.4	11.4%	i
32	CCN(c1ccccc1)S(=O)(=O)c1ccc(Cl)c(NC(=O)CSc2nc(N)cc(=O)[nH]2)c1	8.4%	8.4%	3.2%	-27.9%	8.1%	-2.9%	u	7.6%	i
33	COc1ccc(NS(=O)(=O)c2cccc(NC(=O)NC3CCCCC3)c2)cc1	u	8.4%	9.5%	-26.6%	u	-4.7%	-22.3	-10.1%	i
34	CC(=O)c1ccc(NC(=O)C2Cc3ccccc3CN2C(=O)c2ccccc2)cc1 (configuration not stated)	u	-1.9%	u	i	28.9%	4.0%	8.0	-1.4%	i
35	c1cnc2ccc3ncccc3c2c1	-3.1%	0.8%	-11.3%	u	51.8%[activator]	6.8%	17.0	-6.2%	i
36	COc1cc(NC(=O)c2c(C)oc3ncnc(N4CCCCC4)c23)cc(OC)c1	44.5%	x	8.7%	u	5.2%	x	x	-15.2%	x
37	CC(C)Oc1ccc(C(CC(=O)N2CCOCC2)C(C)C)cc1 (configuration not stated)	-1.3%	10.3%	7.0%	-3.5%	-2.2%	0.5%	-13.0	-1.1%	i
38	COc1cccc(N2C(=NC(=O)COc3ccccc3)SC3CS(=O)(=O)CC32)c1 (configuration not stated)	16.0%	-0.1%	1.0%	-2.7%	-6.5%	-3.0%	-7.3	7.7%	i
39	CCOC(=O)c1cccc(C(=O)Nc2nc3ccc(OC)cc3s2)n1	-11.9%	-5.4%	10.6%	-18.2%	1.7%	-0.8%	25.1	10.1%	i
40	COc1cc(C)c(C(C)C)cc1S(=O)(=O)n1cnc(C)c1	-8.6%	8.9%	23.5%	-16.0%	u	3.2%	0.8	22.6%	i
41	Cc1nn2c(-c3cccnc3)ccnc2c1-c1ccccc1	-20.3%	13.1%	u	-92.4%[inhibitor]	34.9%[activator]	1.2%	2.1	-11.3%	i
42	CN(C)S(=O)(=O)c1cccc(NC(=O)c2n[nH]c(=O)c3ccccc23)c1	11.1%	8.0%	x	i	39.5%[activator]	-5.1%	4.3	4.1%	i
43	COc1ccc(N2CC(C)Cn3c2nc2c3c(=O)[nH]c(=O)n2C)cc1 (configuration not stated)	2.7%	-10.9%	-14.9%	i	4.5%	-1.0%	-6.5	-2.6%	i
44	COc1ccc(C(NC(C)=O)c2cc(Cl)c3cccnc3c2O)cc1 (configuration not stated)	0.8%	-2.0%	9.2%	-22.3%	u	-2.6%	u	-12.1%	i
45	CC1(O)CC(C)(C)C(C#N)C(=O)N1 (configuration not stated)	-6.7%	4.3%	-19.7%	-23.0%	1.4%	-5.8%	-14.7	-6.2%	i
46	COc1cc(N2C(=O)C=CC2=O)c(OC)cc1Cl	48.4%	-1.5%	-16.8%[1.82 µM]	-90.8%[inhibitor]	u	-76.0%[inhibitor]	-89.1*	-95.3%[inhibitor]	i
47	Cc1nn(-c2ccccc2Cl)c(Cl)c1/C=N/Nc1cccc(C(=O)O)c1	x	-2.8%	-50.5%[inhibitor]	-54.2%	u	-38.4%[inhibitor]	11.4	-81.9%[inhibitor]	i
48	Brc1ccccc1-c1nnc(COc2cccc3cccnc23)o1	29.2%	23.6%	u	-5.0%[57.5 µM]	-3.4%	9.0%	u	-0.4%	i

# An excerpt; the hit share may differ from the screen's.
